High-throughput results: PubChem, The Scripps Research Institute Molecular Screening Center
CHO-K1 Ca antag = counter-screen for M1 antagonists: effect in parental CHO-K1 cells; ATP-induced calcium, Fluo-8 fluorescence; inhibition, % at 3 µM; hit rate 0.6% among 360,000;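 active = inhibition above a per-plate cutoff, the plate's mean sample inhibition plus 3 SD, cut at about 24% in these data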;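 also: 0% = DMSO plus EC80 ATP and 100% = DMSO alone without ATP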
GPR7 antagonist = human neuropeptides B/W receptor 1 antagonism; P48145; GPR7-expressing cells, fluorescence antagonist assay; inhibition, % at 4.4 µM; hit rate 1.1% among 290,000; AID 1861; in the data active = inhibition above about 16%, passing the limit was not always enough;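 also: cells stimulated with the agonist NPW; 0% = agonist with vehicle and 100% = vehicle without agonist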
Target sequence (P48145 whole entry, looked up): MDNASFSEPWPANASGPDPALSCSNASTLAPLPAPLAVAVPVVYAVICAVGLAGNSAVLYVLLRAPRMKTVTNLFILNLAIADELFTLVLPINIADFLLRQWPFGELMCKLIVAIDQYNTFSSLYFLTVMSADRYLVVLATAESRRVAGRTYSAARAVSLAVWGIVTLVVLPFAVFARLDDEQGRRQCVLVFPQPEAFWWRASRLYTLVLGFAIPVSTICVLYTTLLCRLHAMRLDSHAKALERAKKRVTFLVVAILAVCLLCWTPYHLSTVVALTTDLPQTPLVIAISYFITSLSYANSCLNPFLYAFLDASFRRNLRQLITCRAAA
TAAR1 antag = antagonists of human TAAR1 | CHO RD-HGA16 TAAR1, Fluo-8 calcium fluorescence, antagonist | inhibition, % at 3 µM | hit rate 1.5% among 360,000 | AID 624466;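 active = inhibition above a per-plate cutoff, the mean inhibition of test compounds on that plate plus 3 SD, cut at about 49% in these data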;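 also: 0% = DMSO plus EC80 beta-PEA response and 100% = DMSO alone without agonist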
Target sequence (Q96RJ0 whole entry, looked up): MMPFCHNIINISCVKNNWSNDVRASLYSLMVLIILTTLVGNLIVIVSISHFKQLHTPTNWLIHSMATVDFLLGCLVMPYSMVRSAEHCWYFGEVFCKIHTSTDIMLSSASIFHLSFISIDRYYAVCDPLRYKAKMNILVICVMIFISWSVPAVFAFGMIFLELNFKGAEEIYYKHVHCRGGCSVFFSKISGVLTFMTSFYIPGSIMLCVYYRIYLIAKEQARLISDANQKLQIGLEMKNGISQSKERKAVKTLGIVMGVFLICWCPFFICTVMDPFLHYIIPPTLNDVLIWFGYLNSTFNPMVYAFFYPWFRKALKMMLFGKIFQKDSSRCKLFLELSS
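System: RD-HGA16 CHO cells with stable hTAAR1 and Gα16 | Probe or stimulus: EC80 β-phenethylamine stimulus | Dosing: 3 µM, single point | Times: Dye loading 75 min at 37 °C, then 30 min room temperature | Measured by: Fluo-8 calcium-sensitive fluorescence | Read-out basis: % inhibition of agonist calcium response | Replicates: n of 1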
CHO parental Ca = counter-screen: ATP calcium response change in parental CHO cells | parental CHO-K1, ATP-induced calcium, Fluo-8 fluorescence | inhibition, % at 5.6 µM | hit rate 0.63% among 330,000 | AID 463079;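 active = inhibition above that plate's mean sample inhibition plus 3 SD, cut at about 26% in these data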;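 also: 0% = ATP-challenged DMSO wells and 100% = DMSO wells without ATP; some compounds past the cut are filed as inactive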
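test system = CHO parental line | reagent = ATP stimulus | measured by = intracellular calcium via Fluo-8 no-wash fluorescent dye | control set = ATP and no-ATP DMSO wells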
M1 PAM parental = counter-screen for M1 PAMs: effect in parental CHO-K1 cells | hit rate 0.02% among 360,000 | AID 602247 | ATP EC20, Fluo-8 calcium fluorescence; 0% at ATP EC20, 100% at ATP max | activation, % at 3 µM;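 active = activation above the run cutoff, the mean activation of all test compounds plus 3 SD, cut at about 40% in these data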;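 also: peak over basal fluorescence ratio in a 140 s read after ATP addition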
M1 ag parental = counter-screen for M1 agonists: effect in parental CHO-K1 cells; Fluo-8 calcium fluorescence; scaled to maximal ATP response, vehicle zero; hit rate 0.48% among 360,000; activation, % at 3 µM; in the data active = activation above about 15%;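 also: untransfected CHO-K1 host cells lacking M1 receptor as counterscreen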
OXTR ag = agonists of human oxytocin receptor; P30559; CHO-OTR cells, Fluo-8 calcium fluorescence; normalized: DMSO 0%, oxytocin 100%; activation, % at 3 µM; hit rate 0.32% among 320,000; AID 2435;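 active = activation above the mean of all tested compounds plus 3 SD, cutoff set per screening run, cut at about 20% in these data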;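 also: peak over basal fluorescence ratio from a 100 s FLIPR kinetic read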
V1R ag counter = activates human V1a receptor in oxytocin agonist counter-screen | P37288 | hit rate 0.25% among 320,000 | CHO-V1R cells, Fluo-8 calcium fluorescence, agonist mode; 0% DMSO, 100% 3 nM vasopressin | AID 2797 | activation, % at 3 µM;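 active = activation above the mean activation of all tested compounds plus 3 SD, per screening run, cut at about 20% in these data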;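 also: signal is peak over basal fluorescence ratio across a 100 second FLIPR read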
Target sequence (P37288 whole entry, looked up): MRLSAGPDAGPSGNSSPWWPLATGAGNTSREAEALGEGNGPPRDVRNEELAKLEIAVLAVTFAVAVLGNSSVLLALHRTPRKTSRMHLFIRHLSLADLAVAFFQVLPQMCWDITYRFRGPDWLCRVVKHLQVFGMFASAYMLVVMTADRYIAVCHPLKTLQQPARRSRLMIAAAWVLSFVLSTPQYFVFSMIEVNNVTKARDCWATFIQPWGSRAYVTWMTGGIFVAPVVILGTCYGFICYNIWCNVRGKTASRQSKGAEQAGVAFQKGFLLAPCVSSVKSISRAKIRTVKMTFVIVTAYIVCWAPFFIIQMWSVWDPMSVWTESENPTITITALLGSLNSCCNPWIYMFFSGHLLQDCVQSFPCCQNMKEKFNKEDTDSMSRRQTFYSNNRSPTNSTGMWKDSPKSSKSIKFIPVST
OXTR potentiate = potentiators of human oxytocin receptor. P30559. CHO-OTR cells, Fluo-8 calcium fluorescence, potentiator mode; 0% = oxytocin EC15, 100% = EC100. activation, % at 3 µM. hit rate 0.061% among 320,000. AID 2445;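 active = activation above that plate's cutoff, the mean activation of tested compounds plus 3 SD, cut at about 6.6% in these data, passing the limit was not always enough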;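 also: 100% uses oxytocin at 75 nM as the full agonist control; some results filed as inactive read as strong as hits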
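System: human OTR in CHO cells / Also added: sub-maximal oxytocin, roughly EC15 / Control set: EC15 oxytocin low, 75 nM oxytocin high / Schedule: 6 min compound pre-incubation at room temperature, 100 s kinetic read / Compound: single-point 3.0 µM / Replication: singlicate / Technique: Fluo-8 calcium dye fluorescence / Read-out basis: % activation of max/min ratio relative to oxytocin controls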
An asterisk follows results filed as active; · = not tested or not shown.

SMILES	CHO-K1 Ca antag	GPR7 antagonist	TAAR1 antag	CHO parental Ca	M1 PAM parental	M1 ag parental	OXTR ag	V1R ag counter	OXTR potentiate
CCc1cccc(C)c1NC(=O)CCCC(=O)O	11	-10	-10	-5	13	0.1	-0.1	0.5	0
Cc1ccc(NC(=O)C2CCN(S(=O)(=O)c3cccnc3)CC2)cc1C	-14	-10	-15	-6	-4	3.3	0.7	1.4	-4
Cc1ccc(CCNS(=O)(=O)c2cc3c(cc2Cl)NC(=O)CO3)cc1	-3	12	4	3	-1	1.1	3.2	5.0	-8
CC(=O)Nc1cccc(OCC(O)Cn2c(C)nc3ccccc32)c1 (stereo unspecified)	19	-13	-2	5	9	1.2	-0.8	-0.4	-1
CC(C)n1nccc1NC(=O)Nc1ccccc1	-17	-9	-16	-2	7	1.6	1.8	2.3	1
COc1cccc(C2c3[nH]c4ccccc4c3CCN2C(=O)c2ccccc2F)c1OC (stereo unspecified)	-2	37*	0	-1	15	0.8	0.3	0.6	1
N/C(=N\c1nc2ccccc2o1)NC(=O)c1ccccc1F	-3	-2	20	-7	1	0.5	0.4	0.8	-11
O=C(Nc1nnc(-c2ccco2)o1)c1ccc(Cl)cc1	-9	5	-14	1	24	0.6	-0.6	-0.6	-6
Cc1ccc(OCC(=O)NNC(=S)NCc2ccccc2)cc1	7	2	12	-14	1	0.1	-1.1	1.7	-17
CC(NC(=O)c1ccccc1)c1ccc(F)cc1 (stereo unspecified)	-2	14	-9	-2	10	0.0	-1.1	-0.6	0
COC(=O)C1=C(C)NC(=S)NC1c1ccc(-c2ccccc2C(=O)OC)o1 (stereo unspecified)	-14	-4	6	-9	-8	0.6	-0.6	0.9	2
CSc1nc(N)nc2c1ncn2CC(=O)Nc1ccc(C)c(C)c1	-3	·	22	-2	-1	6.7	12	9.0	-9
Cc1ccc(C)c(CN2CCCN(Cc3cc(C)ccc3C)S2(=O)=O)c1	-6	-22	-3	-7	-5	-0.1	-1.6	-0.6	-16
Brc1ccc(/C=N/Nc2ccccn2)cc1	2	-14	1	-33	-6	0.0	-1.2	-1.1	-8
CCc1ccc(S(=O)(=O)N(C(=O)c2ccncc2)c2ccc(OC(=O)c3ccncc3)cc2)cc1	7	-8	4	-6	1	1.5	0.0	1.1	-3
O=C(Nc1ccc(F)cc1)N1CCc2ccccc2C1	6	6	-8	-10	-5	-0.3	-0.1	0.1	-8
CC(=O)c1c(OC(=O)c2ccco2)c2ccccc2n1C	0	-16	15	-14	6	0.5	-1.4	-0.9	-10
O=C(Cc1ccc(Cl)c(Cl)c1)OCC(=O)c1ccc[nH]1	-2	11	5	-9	19	0.4	3.4	2.5	-16
Oc1ccc2ccccc2c1N=Nc1ccccc1F	-3	-11	-9	-13	-2	-0.4	-0.2	0.1	-4
O=C(NC1CCSc2ccccc21)c1ccccc1Br (stereo unspecified)	-2	-12	-19	1	9	0.5	-0.3	0.7	-6
CCc1ccccc1NC(=O)C1COc2ccccc2O1 (stereo unspecified)	-1	25	-9	0	-14	-0.6	-2.0	-1.9	-15
Cc1ccsc1/C=N/NC(=O)c1ccc(Cn2cc(Br)cn2)o1	-8	3	6	-17	0	2.1	1.9	2.8	-4
Cc1cc(C(=O)CN2C(=O)NC(c3ccccc3)(c3ccccc3)C2=O)c(C)n1Cc1ccco1	-10	-5	-18	-8	15	1.2	2.5	0.3	-14
CC1CC(C)CN(CC(=O)NC(c2ccccc2)c2ccccc2)C1 (stereo unspecified)	-16	5	-9	-21	24	0.2	-3.0	-1.8	0
Fc1ccc(N2CCN(C(=S)NCC3CCCO3)CC2)cc1 (stereo unspecified)	-10	2	15	-8	11	1.5	0.0	0.9	-18

Complete entries as entered above.
Shown for COc1cccc(C2c3[nH]c4ccccc4c3CCN2C(=O)c2ccccc2F)c1OC (stereo unspecified) = CHO-K1 Ca antag = -2; GPR7 antagonist = 37*; TAAR1 antag = 0; CHO parental Ca = -1; M1 PAM parental = 15; M1 ag parental = 0.8; OXTR ag = 0.3; V1R ag counter = 0.6; OXTR potentiate = 1
Shown for O=C(NC1CCSc2ccccc21)c1ccccc1Br (stereo unspecified) = CHO-K1 Ca antag = -2; GPR7 antagonist = -12; TAAR1 antag = -19; CHO parental Ca = 1; M1 PAM parental = 9; M1 ag parental = 0.5; OXTR ag = -0.3; V1R ag counter = 0.7; OXTR potentiate = -6

Other compounds.
SMILES	CHO-K1 Ca antag	GPR7 antagonist	TAAR1 antag	CHO parental Ca	M1 PAM parental	M1 ag parental	OXTR ag	V1R ag counter	OXTR potentiate
COCCN(C(=O)COC(=O)c1ccc2c(c1)OCO2)c1c(N)n(Cc2ccccc2)c(=O)[nH]c1=O	-22	·	-3	·	21	0.6	·	·	·
CC(C)Cn1c(N)c(C(=O)CCl)c(=O)n(C)c1=O	2	-3	3	0	3	0.1	3.4	4.8	-8
O=C1c2cccc3cccc(c23)C(=O)N1CCN1CCN(CC(O)COCc2ccc(Cl)cc2)CC1 (stereo unspecified)	-6	-9	25	-30	1	3.5	10	7.3	-7
COCCCNc1nc2c(-c3cccc(C)c3)nnn2c2ccccc12	1	8	33	-9	20	3.1	-1.5	-0.1	-3
O=C(Cc1ccccc1Cl)NC1(O)C(=O)c2ccccc2C1=O	3	1	-1	0	-12	-0.1	1.3	1.7	-2
O=C(CNc1ccc(Br)cc1)c1ccccc1	10	-8	-4	-5	-4	-0.3	0.9	1.2	-11
S=C1NCCc2ccccc2C1c1ccccc1Cl (stereo unspecified)	-14	-4	-1	-19	21	0.6	-1.9	1.6	-4
O=C(COC(=O)c1ccc(Br)cc1)Nc1ccccc1Br	3	-7	4	-6	-6	0.1	-1.7	0.0	4
Oc1ccccc1-c1csc(-c2ccccc2)n1	2	3	15	-20	1	-0.1	-0.5	-0.1	-23
COc1ccccc1/C=C/C(=O)N1CCc2cc(OC)c(OC)cc2C1C (stereo unspecified)	-2	-19	-21	-34	-5	0.3	-1.7	-0.9	-8
CN1CCN(S(=O)(=O)c2ccc(N(C)Cc3c(F)cccc3Cl)nc2)CC1	-25	·	2	-13	23	2.2	2.1	1.8	-7
C[C@@H]1CN([C@@H](C)CO)C(=O)CCCn2nncc2CO[C@@H]1CN(C)C(=O)c1ccc2ccn(C)c2c1	-3	·	-3	·	11	1.0	·	·	·
O=C1NC(=S)N/C1=C/c1cccn1-c1ccc([N+](=O)[O-])cc1	-1	-1	13	1	19	-0.1	-2.3	-1.2	-12
O=C1c2ccccc2/C(=C\c2ccc(Br)s2)N1c1ccccc1	3	·	-9	-14	1	7.2	0.3	1.6	-4
COc1cc(OC)cc(-c2nnc(SCc3ccc(C(=O)O)cc3)o2)c1	-3	-21	-4	-8	12	0.5	1.3	1.4	-3
COC(=O)c1ccncc1C(=O)Nc1ccc(F)cc1	8	3	·	-10	3	-1.0	1.0	1.0	-1
COc1cc2cc(CCCOC(=O)CCCC(=O)O)oc(=O)c2cc1OC	9	·	9	-5	-16	-0.1	1.0	0.5	-4
COC(=O)c1ccc(OC(=O)c2cccnc2SC)cc1	-13	11	-9	-12	4	0.9	-1.8	-0.7	-13
CSc1ncccc1C(=O)OCc1ccccc1F	-11	-3	-10	-21	20	0.8	-1.9	-1.5	-10
CCOC(=O)c1csc(-c2ccc(OC)c(OC)c2)n1	-13	-10	-5	-5	15	0.5	-1.5	-0.5	-1
CCCn1c(SCC(=O)Nc2cccc(C)n2)nnc1-c1ccco1	-2	2	4	-8	15	2.2	0.5	0.8	-9
CCOc1ccc(NC(=O)N(C2CCCC2)C2CCN(C(C)=O)CC2)cc1	-14	-3	-20	-3	8	0.7	-0.2	0.0	-15
O=C(Nc1ccc(S(=O)(=O)NC2=NCCCCC2)cc1)c1ccco1	-13	1	-8	-9	-2	0.7	-0.1	0.7	-3
O=[N+]([O-])c1ccc(Nc2nc(N/N=C\c3ccc4c(c3)OCO4)nc(N3CCCCC3)n2)cc1	10	1	28	-15	5	0.8	-2.2	-0.9	-4
COc1cc(COCC(O)CN2CCc3ccccc3C2)cc(OC)c1OC (stereo unspecified)	-5	-12	-12	-16	8	0.7	1.4	-0.1	5
Following part.
SMILES	CHO-K1 Ca antag	GPR7 antagonist	TAAR1 antag	CHO parental Ca	M1 PAM parental	M1 ag parental	OXTR ag	V1R ag counter	OXTR potentiate
COc1cc(/C=N/n2cnn(Cc3ccccc3Cl)c2=S)cc(OC)c1OC	5	-7	19	-23	-3	-0.1	-1.0	0.3	-12
COc1ccc(C2C(C#N)=C(N)OC3=C2C(=O)CC(C)(C)C3)c(OC)c1OC (stereo unspecified)	5	-3	-5	-7	0	-0.1	-0.3	0.5	-2
CCOC(=O)c1c(NC(=O)CC2Sc3ccc(C(F)(F)F)cc3NC2=O)sc(C)c1C (stereo unspecified)	-8	-4	-13	4	4	0.6	1.0	-0.2	2
CC(=O)Nc1c(O)nc(SCC(=O)N2CCN(c3ccc(F)cc3)CC2)[nH]c1=O	-25	-2	-2	-10	12	1.1	0.2	1.1	-1
CCc1nnc(N/N=C/c2ccccc2Cl)n1N	15	-10	6	4	-11	0.0	-0.3	-0.8	1
COc1cc(NC(=O)Nc2nnc([C@H]3C[C@H](O)[C@@H](CO)O3)s2)cc(OC)c1	-5	·	-4	·	-9	-0.1	·	·	·
CC1CCCN(CCCNC(=O)c2ccc(CS(=O)(=O)c3c(Cl)cccc3Cl)o2)C1 (stereo unspecified)	-10	3	-26	-19	3	0.8	-0.9	0.2	-9
CCOc1ccc(NS(=O)(=O)c2ccc(C(=O)NCc3cccnc3)cc2)cc1	8	·	2	8	-9	0.8	2.5	0.7	-4
CCCOc1ccc(F)cc1-c1cc(C(=O)NCc2cc(OC)cc(OC)c2)[nH]n1	11	·	48	·	3	2.5	·	·	·
Cc1cc(C(=O)N/N=C/C=C/c2ccc3c(c2)OCO3)n[nH]1	-13	5	-12	-7	9	0.2	-0.7	0.9	4
CCCS(=O)(=O)N1CCC(C(=O)N2CCN(Cc3ccccc3)CC2)CC1	1	-11	-6	0	11	0.4	-0.2	-0.1	-6
Cn1c(=O)cc(OCCCC(=O)N2CCN(Cc3ccc4c(c3)OCO4)CC2)c2ccccc21	1	-6	1	-24	13	1.4	-0.5	1.0	2
CCOC(=O)c1cc(=O)n2nc(-c3ccc(C)cc3)nc2s1	-9	4	-16	-2	10	0.9	1.0	1.1	-6
CCOc1ccc(C(=O)Oc2cc(C)[nH]c(=O)c2[N+](=O)[O-])cc1OCC	-12	1	-25	2	-1	0.8	-0.7	-0.2	-5
C[C@H](NC(=O)CCn1nnc2ccccc2c1=O)C(=O)O	-18	-5	-15	-15	16	0.8	0.6	0.7	0
COc1ccc(C(=O)Nc2cnc3ccccn3c2=O)cc1	-1	0	-26	18	15	1.1	-0.1	0.0	10
C=CCOc1ccc(C2c3c(oc4ccccc4c3=O)C(=O)N2CCCN2CCOCC2)cc1 (stereo unspecified)	-7	-2	10	-2	10	0.1	0.5	-0.5	-8
